# Assay outcomes from PubChem BioAssay.
# Cav32 inh: blocks human Cav3.2 T-type calcium channel | B-score at 10 µM | Cav3.2-expressing cells, Fluo-4 calcium fluorescence FDSS; hits give low values | O95180 | 100,000 compounds, 4% hits;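 active means single-dose well whose peak fluorescence ratio is a statistical outlier from its plate by either plate-standardised score or position-corrected B-score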
# * = called active by the depositor. The list is partial, so the mix of outcomes need not match the whole.
Cav32 inh	structure
0.65	COc1ccc(S(=O)(=O)N2CCC(C(=O)N3CCc4ccccc4C3)CC2)cc1OC
-0.54	COc1ccc([C@@H]2COc3c(ccc4c3C=CC(C)(C)O4)C2)c(OC)c1
0.38	COc1ccc(NC(=O)c2ccc(OC)cc2)cc1
-1	CS(=O)(=O)N(CC(=O)NCc1ccccc1)Cc1ccc(Cl)cc1
-0.73	COc1ccc(C(=O)Nc2cccnc2)cc1OC
0.21	O=C(O)c1cn[nH]c1-n1cnnn1
1.5	O=S(=O)(c1ccc(N2CCCC2c2nc3ccccc3s2)nc1)N1CCOCC1 (stereo unspecified)
-0.35	COc1ccc(C2/C=C\CN(Cc3ccc(N(C)C)cc3)CC(=O)N2Cc2ccc(F)cc2)cc1 (stereo unspecified)
1.4	CC1=NN(c2ccccc2)C(=O)/C1=C/c1cc2cc(C)ccc2nc1N1CCCCC1
0.39	CC1(C)CC(=O)C(CC2=C(O)CC(C)(C)CC2=O)C(=O)C1
0.4	O=C(NCC1CCCO1)c1ccc2ccccc2n1 (stereo unspecified)
0.37	CCN1CCN(CC(=O)c2c(C)n(C)c3ccc(OC)cc23)CC1
1.1	O=C(O)CNC(=O)c1ccc2c(c1)OCCO2
0.11	Cc1ccccc1-n1c(=O)cc(N2CCc3ccccc32)[nH]c1=O
0.57	Cc1ccccc1OCC(=O)NNC(=O)c1ccc(-c2ccccc2)cc1

# Further structures
Cav32 inh	structure
-0.16	CCc1ccccc1Nc1ccc(C(=O)O)cc1N
1.2	COc1ccc(CNC(=O)CCCn2c(SCC#N)nc3cc4c(cc3c2=O)OCO4)cc1
0.048	CN(C)C(=O)COC(=O)[C@H](Cc1ccccc1)NC(=O)c1ccco1
0.21	Cn1c(=O)c2c(nc(NCc3ccccc3)n2C)n(C)c1=O
-0.013	O=C(Cn1cc(C(=O)c2ccco2)c2ccccc21)NCc1ccco1
-4.2	CCOC(=O)N1CCC(n2c(SCC(=O)N3CCC(C)CC3)nc3ccccc3c2=O)CC1
0.7	CC1CCN(C(=O)C2CCN(S(=O)(=O)c3cccc4nonc34)CC2)CC1
1.4	CCC(=O)Nc1c(OC(=O)CC)ccc2c(C)cc(=O)oc12
-0.003	O=C(CSc1nnc(-c2cnccn2)n1Cc1ccco1)c1ccccc1
-2.7	O=[N+]([O-])C1=C(Nc2cccc3ccccc23)CS(=O)(=O)C1
-0.99	O=C(N/N=C/c1cccc(C(F)(F)F)c1)c1cc2c(s1)-c1ccccc1CC2
-0.2	O=c1[nH][nH]c(C(F)(F)F)c1C=NCc1ccccc1Cl
-0.27	C=CCOC(=O)C1=C[C@@H](c2csc3ccccc23)C[C@@H](OCCCCO)O1
0.6	Cc1cccc(-c2nc(CS(=O)CC(=O)N3CCN(C)CC3)c(C)o2)c1 (stereo unspecified)
0.94	COC(=O)[C@@H](NC(=O)NCc1ccc(F)cc1)C(C)C

# Continued.
Cav32 inh	structure
-0.81	Cc1onc(-c2ccccc2Cl)c1C(=O)N1CCc2ccccc2C1
-0.027	Cc1ccc(S(=O)(=O)n2nc(C)c(Br)c2C)c(C)c1C
-5.2*	O=C(CC1NCCNC1=O)Nc1ccc(Oc2ccccc2)cc1 (stereo unspecified)
-3.6	COc1cccc(S(=O)(=O)NCc2ccc(C(=O)NCC3CCCO3)cc2)c1 (stereo unspecified)
-9.1*	COc1ccc(OC)c(NC(=O)CSCc2cnn(-c3ccccc3)c2-n2cccc2)c1
0.62	CCN1CCn2c1nc(N1CCOCC1)nc2=O
-1.5	Cc1cc2nc(C)n(CCCNC(=O)Nc3ccccc3)c2cc1C
1.2	N/C(=N\OC(=O)Cc1ccc(-c2ccccc2)cc1)c1cccc([N+](=O)[O-])c1
-0.076	COc1ccc(CN2CCN(C(=O)c3cccs3)CC2)cc1
-1.1	COc1ccc(C(=O)Nc2nc3ccccc3[nH]2)cc1OC
0.86	COC(=O)C(C)Sc1nnc(Cc2cc(=O)[nH]c(=O)[nH]2)n1-c1cc(C)ccc1C (stereo unspecified)
-2.2	Cc1cc(CN2CCCCC2)oc1C(=O)O
0.14	Cc1noc(C)c1COC(=O)c1ccc2ccccc2n1
0.82	Cc1cccc(CC(=O)Nc2c3c(nn2-c2cccc(Cl)c2)CS(=O)C3)c1 (stereo unspecified)
1.2	Cn1c(=NC(=O)CN2C(=O)C3CC=CCC3C2=O)sc2ccccc21 (stereo unspecified)

# Following part:
Cav32 inh	structure
0.13	COc1cc(C2C(C(=O)N3CCOCC3)=C(C)NC3=C2C(=O)CCC3)ccc1OC(C)=O (stereo unspecified)
-3.2	CCC(C(=O)Nc1ccccc1-c1ccccc1)c1ccccc1 (stereo unspecified)
0.088	Cc1cc(NC2CCCCC2)nc(N2CCOCC2)n1
-7.1*	Cc1cc(C)c2cc(CN(Cc3ccco3)C(=O)NCc3ccccc3)c(=O)[nH]c2c1
0.0012	Cc1nc(C)c(C(=O)OCC(=O)N2CCN(c3ccccc3)CC2)s1
0.29	Cc1cccc(OCC(=O)NNC(=O)CSc2ncc(C#N)c(N)n2)c1
0.16	COC(=O)CSc1cc(C)nc2ccc(OC)cc12
0.15	C=CCN1C(=O)CS/C1=N/c1nccs1
-0.38	CSc1ccc(/C=N/n2c(C)cc(C)cc2=O)cc1
0.053	CC(=O)c1nn(-c2cccc(Br)c2)cc1C(=O)c1ccccc1
-0.013	C=C(C)C(=O)N1CC2(CC(c3cccc(NC(=O)c4ccccc4)c3)=NO2)C[C@@H]1C(N)=O (stereo partly specified)
-0.11	COC(=O)Nc1ccc(S(=O)(=O)N(CCO)CC(F)(F)C(F)F)cc1
0.38	Cc1cc(O)c(NC(=O)c2ccc(Br)o2)cc1C
0.11	CC(C)(SC(=S)N1CCOCC1)C(=O)O
1.4	COC(=O)C1=C(C)N(C)C(=O)/C1=C\c1cccs1

# Arranged by value in Cav32 inh (low to high): 5 of the compounds above
Structure | Cav32 inh
COc1ccc(OC)c(NC(=O)CSCc2cnn(-c3ccccc3)c2-n2cccc2)c1 | -9.1*
CCOC(=O)N1CCC(n2c(SCC(=O)N3CCC(C)CC3)nc3ccccc3c2=O)CC1 | -4.2
CC(C)(SC(=S)N1CCOCC1)C(=O)O | 0.11
CCN1CCN(CC(=O)c2c(C)n(C)c3ccc(OC)cc23)CC1 | 0.37
Cc1cccc(CC(=O)Nc2c3c(nn2-c2cccc(Cl)c2)CS(=O)C3)c1 (stereo unspecified) | 0.82

# Remaining list, next part
Cav32 inh	structure
-0.76	CN1CCN(CCP(=O)(c2ccccc2)c2ccccc2)CC1
-2.6	COc1cccc(N=C2SC(C(=O)Nc3ccc(F)cc3)CC(=O)N2C)c1 (stereo unspecified)
0.95	O=C(NNc1ccc([N+](=O)[O-])cc1)C1CC2CCCC(C1)C2=O (stereo unspecified)
0.22	COCCOC(=O)c1c(C)oc2ccc(OC(=O)c3cccs3)cc12
0.41	C=CCOC(=O)C(=O)/C=C/c1c(C)n(C)n(-c2ccccc2)c1=O
-1.5	CC(C)(C)c1ccc(S(=O)(=O)Nc2cccnc2)cc1
-0.24	CCCSc1nsc(N)n1
0.093	Cc1ccc(NC(=O)OCCN2CCN(Cc3ccccc3)CCC2=O)cc1
1.4	CS(=O)(=O)N1CCN(c2ccccc2NC(=O)Cc2ccccc2)CC1
-0.23	CCC(C)[C@H](NC(=O)NCc1ccccc1)C(=O)O (stereo partly specified)
0.48	CC(OC(=O)C1CC=CCC1C(N)=O)C(Cl)=C(Cl)Cl (stereo unspecified)
0.02	Cc1ccc(Cn2c(CCNc3nc(-c4ccc(Cl)c([N+](=O)[O-])c4)cs3)nc3cc(C(=O)NCCCO)ccc32)cc1
-9*	CCN(CC)c1ccc2cc(C=O)c(=O)oc2c1
-0.064	C=CCN1C(=O)CSc2ccc(C(=O)OCC)cc21
0.18	O=C(NCCN1CCCC1)c1cc(-c2ccncc2)nc2ccc(S(=O)(=O)N3CCOCC3)cc12

# Other structures follow.
Cav32 inh	structure
0.39	CCOC(=O)CN1N=C(/C=C/c2ccc(C)cc2)CCC1=O
0.021	Cc1cccc(/C=N/NC(=O)C(C)Nc2cccc3ccccc23)n1 (stereo unspecified)
0.56	CC1SC(c2ccc(Cl)cc2Cl)NC1=O (stereo unspecified)
0.048	CN(CC(=O)O/N=C(\N)c1ccc([N+](=O)[O-])cc1)S(=O)(=O)c1ccccc1
-0.092	CCc1ccc(N2C(=O)/C(=C/c3cccs3)N(CC(=O)OC)C2=S)cc1
0.13	CCOC(=O)Cc1csc(NC(=O)c2ccc(Cl)nc2)n1
-2.9	Cc1noc(/C=C/c2ccc(-c3ccccc3Cl)o2)c1[N+](=O)[O-]
-0.03	O=C(O)c1cccc(NS(=O)(=O)/C=C/c2ccccc2)c1
-0.021	CCCCC(=O)Nc1sc2c(c1C(=O)OCC)CCC(C=O)=C2Cl
0.41	CCNC(=S)N1CCN(CCN=CC2=C(O)CC(c3cccs3)CC2=O)CC1 (stereo unspecified)
0.76	CCCC(=O)Nc1cc(-c2cn3cccnc3n2)ccc1OC
-0.55	CC(C)[C@H]1COCCS(=O)(=O)N1Cc1ccccc1F
2	CC(Oc1ccc(Cl)cc1Cl)C(=O)Nc1cccnc1 (stereo unspecified)
-0.6	CCCCOc1ccc(N2C(=O)CC(N(O)c3ccccc3)C2=O)cc1 (stereo unspecified)
-0.54	Cc1ccc(C(=O)OCC(=O)N2CCc3ccccc32)cc1

# The listing continues:
Cav32 inh	structure
-0.41	CCN1C(=O)c2cccc3c(NC(=O)C(C)(C)C)ccc1c23
0.79	O=C(c1ccccc1)n1ccc2ccccc21
-0.11	COC1=CC(=O)CC(C)C12Oc1c(Cl)c(OC)cc(OC)c1C2=O (stereo unspecified)
0.49	O=C(Cn1c(=O)sc2ccccc21)NCc1ccco1
-0.022	COc1ccc(-c2cc3c(=O)n(CC(=O)NC4CCN(Cc5ccccc5)CC4)ncn3n2)cc1
-4.6*	CC(C)(C)c1ccc(S(=O)(=O)N2CCC(c3nc4ccc(Cl)cc4[nH]3)CC2)cc1
0.16	CC(NC(=O)c1ccc(F)cc1)c1ccccc1 (stereo unspecified)
0.58	O=c1oc2cc(OCc3nn[nH]n3)ccc2c2c1CCCC2
-0.37	Cn1c(=O)c2[nH]c(NCC3CCCO3)nc2n(-c2ccccc2)c1=O (stereo unspecified)
0.072	O=c1[nH]c(=O)n(Cc2ccccc2)c2c1CCC2
-5.7*	c1csc(C(c2nnnn2C2CCCC2)N2CCCC3(CCCCC3)C2)c1 (stereo unspecified)
-1.6	CNC(=S)N/N=C/c1ccc(C(C)C)cc1
-1.7	CCn1cc(/C=C/C(=O)NCc2c(C)nn(C)c2C)cn1
0.89	CC12CN3CC(C)(CN(C1)C3c1ccccc1Cl)C2O (stereo unspecified)
0.28	CCc1ccc2oc(C(=O)NCc3ccncc3)c(C)c2c1

# Next section (6 carried over from the part before).
Cav32 inh	structure
0.072	O=c1[nH]c(=O)n(Cc2ccccc2)c2c1CCC2
-5.7*	c1csc(C(c2nnnn2C2CCCC2)N2CCCC3(CCCCC3)C2)c1 (stereo unspecified)
-1.6	CNC(=S)N/N=C/c1ccc(C(C)C)cc1
-1.7	CCn1cc(/C=C/C(=O)NCc2c(C)nn(C)c2C)cn1
0.89	CC12CN3CC(C)(CN(C1)C3c1ccccc1Cl)C2O (stereo unspecified)
0.28	CCc1ccc2oc(C(=O)NCc3ccncc3)c(C)c2c1
2.6	CCCN(CCC)C(=O)CP(=O)(c1ccccc1)c1ccccc1
0.043	CCOC(=O)C(Sc1ncn[nH]1)c1ccccc1 (stereo unspecified)
0.49	CCN1C(=O)CC(N2CCN(c3ccc(C(=O)c4ccccc4)cc3)CC2)C1=O (stereo unspecified)
0.69	CCc1c(C(=O)NCCc2ccc(OC)c(OC)c2)[nH]c(C)c1C(C)=O
0.73	Cc1c(Br)cc(C(=O)OC2CCN(C)CC2)c(C)c1C
-0.11	COC(=O)CN1C(=O)C(O)(CC(=O)c2cccc(Br)c2)c2ccccc21 (stereo unspecified)
1.2	O=C(O)CCC(=O)NNC(=O)CCC(=O)NCc1ccccc1
0.26	COC(=O)c1ccccc1NC(=O)Cn1c(SC)c(F)cnc1=O
0.77	CC(Nc1ccccc1)C(=O)Nc1ccc(F)cc1 (stereo unspecified)
-1.6	Cc1noc(/C=C/N(C)C)c1S(=O)(=O)N1CCc2ccccc21
0.011	COc1ccc(Oc2nc3c(c(=O)n(C)c(=O)n3C)n2Cc2ccccc2)cc1
-1.1	COc1cccc(-c2nc(CS(=O)(=O)CC(=O)N3CCN(c4ccccn4)CC3)c(C)o2)c1
-1.4	C=CCn1c(SCC(=O)NC2CCCC2)nc2scc(-c3ccco3)c2c1=O
0.0059	COc1ccc(C(CC(=O)N2CCCC(C)C2)c2c(OC)cc(OC)c3ccc(=O)oc23)cc1 (stereo unspecified)
0.36	COc1ccc(S(=O)(=O)N2CCCC2C(=O)Nc2ccc(O)cc2)cc1 (stereo unspecified)

# Sorted by molecular weight (ascending): some entries from above.
Cav32 inh	structure
0.77	CC(Nc1ccccc1)C(=O)Nc1ccc(F)cc1 (stereo unspecified)
0.58	O=c1oc2cc(OCc3nn[nH]n3)ccc2c2c1CCCC2
0.26	COC(=O)c1ccccc1NC(=O)Cn1c(SC)c(F)cnc1=O
-0.11	COC1=CC(=O)CC(C)C12Oc1c(Cl)c(OC)cc(OC)c1C2=O (stereo unspecified)
-0.021	CCCCC(=O)Nc1sc2c(c1C(=O)OCC)CCC(C=O)=C2Cl
1.5	O=S(=O)(c1ccc(N2CCCC2c2nc3ccccc3s2)nc1)N1CCOCC1 (stereo unspecified)
-4.6*	CC(C)(C)c1ccc(S(=O)(=O)N2CCC(c3nc4ccc(Cl)cc4[nH]3)CC2)cc1

# Continuation.
Cav32 inh	structure
-0.29	Clc1ccc(-n2cnnn2)cc1
0.64	O=C(CSc1nnc([C@@H]2CCCN2)o1)c1ccc(Cl)cc1
-5.8*	CC1CCCN(C(=O)Nc2cccc(NC(=O)N3CCCC(C)C3C)c2)C1C (stereo unspecified)
0.34	COC(=O)c1cc(NC(=O)c2ccc(Cn3cc(Cl)cn3)o2)cc(C(=O)OC)c1
-0.3	COc1ccccc1N(C(=O)c1snc(C(N)=O)c1N)C(C(=O)NCCC(C)C)c1ccco1 (stereo unspecified)
-0.0047	O=C1CC(c2ccc3c(c2)OCO3)c2cc3c(cc2N1)OCO3 (stereo unspecified)
0.47	Cc1[nH]ccc(=O)c1OCc1ccc(Cl)cc1
-3.6	Cc1ccccc1N1CCN(CCCN2C(=O)CC(=C(c3ccccc3)c3ccccc3)C2=O)CC1
-3.4*	Cc1ccc(S(=O)(=O)NNc2nc3ccccc3nc2C(F)(F)F)cc1
